# DDE Tn7 FP inh – DD(E)-Tn7 binding inhibition, primary FP screen; P02675; FP displacement of FITC-Tn7 peptide from fibrin DD(E); 0% = median of compound wells per plate; inhibition, % at 8.3 µM; 0.13% of 370,000 active; AID 720508;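 active = inhibition above the mean of compounds falling within the control limits plus 3 SD of them, cut at about 14% in these data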;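 note: 0% = plate median of compound wells and 100% = 10 µM Aha-Tn7 peptide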
#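 system = human fibrin DD(E) protein | quantity = DD(E) 2 µM final | medium = Tris/NaCl/CaCl2 buffer, pH 7.8 | also added = labelled Tn7 tracer, 0.1 µM | compound dosing = single point at 8.3 µM | timing = compound with protein 10 min, then 3 h after probe, room temperature | signal = FP measurement | benchmarks = Aha-Tn7 high control | repeats = one replicate per compound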
# MBD2 DNA inh – inhibitors of human MBD2 binding to methylated oligonucleotide | 0.31% of 370,000 active | AID 686964 | inhibition, % at 4.4 µM | TR-FRET; in the data active = inhibition above about 13%
# LEDGF integ inh – blocks HIV-1 LEDGF/p75-dependent DNA integration; 0.64% of 370,000 active; AID 743269; TR-FRET IN-LEDGF/p75 DNA integration, Eu/Cy5; inhibition, % at 3.7 µM;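 active = inhibition above the screen-wide mean plus 3 SD, cut at about 13% in these data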;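 note: signal is the Cy5 over europium emission ratio at 671 and 618 nm; 0% = plate median of compound wells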
# UHRF1 binding – human UHRF1 methylated DNA binding inhibitors; UHRF1 binding to methylated oligo, TR-FRET; inhibition, % at 4.4 µM; 0.75% of 370,000 active; AID 687016; in the data active = inhibition above about 21%;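 note: UHRF1 SRA domain binding a hemimethylated CpG hairpin DNA probe; 0% = median of test compound wells and 100% = reference inhibitor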
# PRMT1 inh – blocks human protein arginine methyltransferase 1; Q99873; recombinant PRMT1, activity-based probe fluorescence polarization; inhibition, % at 2.79 µM; 1.3% of 370,000 active; AID 652257;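 active = inhibition above about 21% made by adding two undisclosed values, limit read from the data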
# DDE Tn6 FP inh – disrupts Tn6 cyclic peptide binding to fibrin D-Dimer-E complex; P02675; Fibrin DD(E) TRITC-Tn6 fluorescence polarization displacement; inhibition, % at 8.3 µM; 0.21% of 370,000 active;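 active = inhibition above a per-campaign cutoff: mean of compounds within control limits plus 3 SD, cut at about 15% in these data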;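 note: 0% = median of all compound wells on the plate and 100% = blocking peptide control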
# TDP2 absorb – TDP2 (human) inhibition, absorbance primary screen | O95551 | recombinant TDP2, T5PNP hydrolysis, p-nitrophenol absorbance 415 nm | inhibition, % at 12.8 µM | 0.34% of 370,000 active;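 active = inhibition above the mean of all tested compounds plus 3 SD, set per campaign, cut at about 25% in these data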;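 note: 0% = DMSO with enzyme and 100% = buffer with substrate but no TDP2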
#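 Incubation: 2 h at 37 °C; Test system: recombinant human TDP2; Quantity: enzyme 120 nM; Read-out basis: percent inhibition; Medium: 50 mM Tris-HCl pH 7.5 with Mg2+, KCl, DTT, BSA; Repeats: single replicate; Compound: 12.8 µM single point, 1% DMSO; Signal: epi absorbance; Reagent: 5 mM T5PNP chromogenic substrate; Benchmarks: no-enzyme high, DMSO-plus-enzyme low.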
# KLK7 zymogen act – proKLK7 (human) activation, primary screen | P49862 | purified proKLK7, EDANS-DABCYL substrate fluorescence; 100% is mature enzyme control, 0% vehicle | activation, % at 7 µM | 0.9% of 370,000 active | AID 652039;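 active = activation above the mean of all tested compounds plus 3 SD, computed per campaign excluding outliers beyond control limits, cut at about 13% in these data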
# Target sequence (P49862 whole entry, looked up): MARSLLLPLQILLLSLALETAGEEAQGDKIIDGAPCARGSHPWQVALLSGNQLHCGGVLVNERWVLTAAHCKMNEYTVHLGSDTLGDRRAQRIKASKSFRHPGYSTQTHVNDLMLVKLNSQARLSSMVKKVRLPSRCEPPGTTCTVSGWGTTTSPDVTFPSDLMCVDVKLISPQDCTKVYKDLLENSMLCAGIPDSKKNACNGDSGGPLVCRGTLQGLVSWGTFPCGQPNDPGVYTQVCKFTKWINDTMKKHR
# TCR CD3 inh – blocks the human TCR-CD3 interaction; AID 651800; TAMRA-labeled TCR probe fluorescence, biochemical; inhibition, % at 9.4 µM; 0.37% of 360,000 active; in the data active = inhibition above about 19%;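 note: recombinant mutant TCR 2C K166C tagged with TAMRA read by polarization; 0% = receptor in buffer alone and 100% = receptor with positive control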
# SIAE inh – inhibitors of human sialic acid acetylesterase SIAE. Q9HAT2. inhibition, % at 9.66 µM. SIAE FP-Rh probe binding, fluorescence polarization. AID 1053197. 0.69% of 370,000 active;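 active = inhibition above a cutoff: mean of compounds within the control limits plus 3 SD of those, cut at about 17% in these data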;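 note: 0% = plate median of compound wells and 100% = probe without SIAE protein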
# Target sequence (Q9HAT2 whole entry, looked up): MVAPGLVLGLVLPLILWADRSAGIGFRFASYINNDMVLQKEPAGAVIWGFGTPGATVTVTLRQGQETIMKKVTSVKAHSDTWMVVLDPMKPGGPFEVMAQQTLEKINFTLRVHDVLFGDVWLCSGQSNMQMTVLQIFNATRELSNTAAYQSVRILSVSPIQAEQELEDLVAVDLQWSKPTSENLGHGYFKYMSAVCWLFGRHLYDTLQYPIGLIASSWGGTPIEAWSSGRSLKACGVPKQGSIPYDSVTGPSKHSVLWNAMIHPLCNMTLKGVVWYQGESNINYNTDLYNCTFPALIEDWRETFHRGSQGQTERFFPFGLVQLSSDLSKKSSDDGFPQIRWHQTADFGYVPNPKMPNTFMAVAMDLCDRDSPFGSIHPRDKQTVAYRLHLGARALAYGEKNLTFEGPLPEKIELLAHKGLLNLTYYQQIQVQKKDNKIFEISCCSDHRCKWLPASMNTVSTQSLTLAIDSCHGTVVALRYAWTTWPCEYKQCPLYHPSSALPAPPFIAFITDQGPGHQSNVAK
# The depositor's hits bear a star.
DDE Tn7 FP inh	MBD2 DNA inh	LEDGF integ inh	UHRF1 binding	PRMT1 inh	DDE Tn6 FP inh	TDP2 absorb	KLK7 zymogen act	TCR CD3 inh	SIAE inh	molecule
0.9	-2.2	0.1	-3.4	3.6	-4.5	9.4	0.3	5.6	11.1	Clc1cccc(N/N=C/c2ccc(N3CCOCC3)s2)c1
1.3	1.2	-8.0	-0.1	4.8	0.7	-0.1	0.3	-8.1	-2.0	CCOC(=O)C=C(OC(=O)c1ccc(OC)cc1)c1ccccc1
-0.1	4.3	-2.3	0.8	5.8	1.7	9.0	0.3	3.9	-6.6	Cc1ccccc1S(=O)(=O)NC(=O)C1(C)CCN1C(=O)c1ccccc1CCc1ccccc1 (centres undefined)
2.9	-2.3	4.2	-2.0	-8.7	0.6	-7.7	-0.6	5.9	19.5*	COC(=O)c1cccc(NC(=O)Nc2ccc(Cl)cc2)c1
-2.2	0.8	0.5	-0.2	0.1	-0.1	-9.6	0.4	-3.7	7.6	O=C(NC1CCCCCC1)c1ccc2c(=O)n3c(nc2c1)CCCCC3
-2.4	-2.7	3.1	-0.1	-2.1	-5.8	-1.0	-0.2	-3.9	-5.0	CCN(CC(=O)NCCc1ccccc1)S(=O)(=O)c1ccc(Br)cc1
2.4	-3.5	1.3	-0.7	0.3	9.0	8.7	0.1	4.7	-2.1	COc1ccccc1CNC(=O)c1cccc(S(=O)(=O)N2CCCC2)c1
-1.2	7.1	2.1	11.2	2.8	5.0	-10.6	0.3	-2.1	-1.1	CCOC(=O)C(NC(=O)c1cccc(Cl)c1)(OCc1ccc(F)cc1)C(F)(F)F (centres undefined)
-3.5	-0.2	2.6	-2.9	2.0	-1.3	5.6	0.2	-4.5	-1.0	Cc1ccnc(NC(=O)CNC(=O)c2ccc3ccccc3c2)c1
-3.5	-2.2	2.5	-1.6	-3.5	1.7	12.2	-0.4	4.2	-2.2	CCc1ccc(NS(=O)(=O)c2c(C(=O)N3CCOCC3)c(C)n(C)c2C)cc1
7.4	5.0	1.7	-5.4	2.3	7.6	3.8	-0.2	-1.4	2.3	CS(=O)(=O)c1ccc(-c2csc(-c3cccnc3)n2)cc1
5.5	3.0	-2.4	4.2	3.2	1.6	-4.8	0.0	-7.4	-2.8	COc1ccccc1Cc1c(-c2ccc(F)cc2)nc2cc(C)c(Br)c(C)n12
-1.9	-4.6	-0.5	-1.0	-0.1	2.5	1.5	-0.9	-8.5	11.7	Cc1ccccc1-n1c(=S)[nH]c2nc3c(cc2c1=O)CCCC3
3.7	2.6	-2.0	-1.1	0.1	3.0	-5.1	-0.2	5.7	11.6	O=C(COC(=O)C1CC(=O)N(Cc2ccccc2)C1)Nc1ccc2c(c1)OCO2 (centres undefined)
-2.2	-4.7	-1.1	-3.4	-4.3	-4.2	11.7	-0.5	-5.5	-84.7	CC(C)n1cc(-c2nc(C(=O)NN)cs2)c(=O)n(Cc2ccccc2)c1=O
6.4	5.7	-1.7	-1.0	-2.5	-1.5	6.5	0.3	0.2	-3.3	O=C(COc1ccccc1)NCc1nnc(SCC(=O)Nc2nccs2)n1-c1ccccc1
-2.6	0.7	-1.3	3.0	-2.1	-3.8	-12.4	0.7	-11.3	-18.6	Cc1cc(C)n(-c2ccc(C(=O)OCC(=O)Nc3ccc(Cl)c(S(=O)(=O)N(C)C)c3)cc2)n1
0.2	-2.1	-0.3	-1.5	-1.6	-5.0	1.0	0.5	-4.9	1.1	CCn1c(C)nc2cc(C(=O)NN=Cc3ccccc3OC(F)F)ccc21
5.7	-0.4	-1.7	-2.4	-1.4	7.3	-12.7	0.1	-3.8	4.1	COc1ccc(C(O)(C(=O)NNc2ccc(C)cc2)c2cccs2)cc1 (centres undefined)
-2.4	0.0	-3.5	-4.2	-0.6	5.2	-1.4	0.2	5.0	7.9	CC(C)CN1C(=O)C(=O)N(CC(=O)N2CCN(c3ccccc3)CC2)C1=O

# Shown tab-delimited: entries from further up
SMILES	DDE Tn7 FP inh	MBD2 DNA inh	LEDGF integ inh	UHRF1 binding	PRMT1 inh	DDE Tn6 FP inh	TDP2 absorb	KLK7 zymogen act	TCR CD3 inh	SIAE inh
CC(C)n1cc(-c2nc(C(=O)NN)cs2)c(=O)n(Cc2ccccc2)c1=O	-2.2	-4.7	-1.1	-3.4	-4.3	-4.2	11.7	-0.5	-5.5	-84.7
CCN(CC(=O)NCCc1ccccc1)S(=O)(=O)c1ccc(Br)cc1	-2.4	-2.7	3.1	-0.1	-2.1	-5.8	-1.0	-0.2	-3.9	-5.0
COc1ccccc1Cc1c(-c2ccc(F)cc2)nc2cc(C)c(Br)c(C)n12	5.5	3.0	-2.4	4.2	3.2	1.6	-4.8	0.0	-7.4	-2.8

# Next part
DDE Tn7 FP inh	MBD2 DNA inh	LEDGF integ inh	UHRF1 binding	PRMT1 inh	DDE Tn6 FP inh	TDP2 absorb	KLK7 zymogen act	TCR CD3 inh	SIAE inh	molecule
-5.8	-1.3	-0.7	-0.4	8.3	3.4	-9.3	0.6	-6.5	-11.0	COC1(NC(=O)c2ccccc2)C(C)=CC(=O)C=C1C
-2.8	1.4	-1.0	-1.2	-0.2	-2.7	12.0	0.0	2.3	-3.2	COc1ccccc1C1CC(c2ccccc2)=NN1S(=O)(=O)c1ccccc1 (centres undefined)
-0.5	1.1	0.7	5.2	-0.3	-6.2	-2.0	-0.6	-3.2	1.1	CCN(CC)C(=O)c1sc(NC(=O)c2ccc(C)c([N+](=O)[O-])c2)c(C#N)c1C
-4.9	-3.2	-1.2	-0.5	-0.7	-3.9	5.9	-1.8	3.8	21.2*	COc1cc(/C=C/C(=O)OCC(=O)N2CCc3ccccc3C2)ccc1O
-3.4	-2.8	4.6	-1.4	-3.7	-1.5	0.4	-1.0	1.7	-0.8	Cc1ccc(-c2cc(-c3ccccc3)nc(NN)n2)cc1
0.7	1.3	-0.4	-0.8	0.7	-3.3	-5.9	0.6	-0.3	-1.8	O=C(OCc1ccc([N+](=O)[O-])cc1)C1CCN(S(=O)(=O)c2ccccc2)CC1
-3.7	-3.7	2.6	-1.8	0.4	-5.5	8.7	-0.1	3.2	-0.6	CC(C)[C@H](NC(=O)N1CCn2c1nc1ccccc12)C(=O)NCc1ccccc1Cl
-1.6	-0.7	2.2	0.6	-3.8	0.9	10.9	-0.3	0.2	8.0	CC(C)N1C(=O)CN(C2CCCCCC2)C(=O)C1c1ccccc1F (centres undefined)
-7.0	-0.2	-2.3	-2.6	-1.7	3.2	5.3	0.3	0.8	2.6	O=C(CSc1cccs1)Nc1cccc2ccccc12
6.2	-0.7	0.1	2.9	-4.8	-2.2	-2.6	-0.1	11.2	-4.1	Cc1c(CN2CCCC(CO)(Cc3cccc(Cl)c3)C2)cnn1C (centres undefined)
-2.2	-2.7	-2.1	0.5	0.8	5.7	0.7	0.1	0.3	-5.2	CC(C)NS(=O)(=O)c1ccc(NC(=O)C(C)OC(=O)CCCOc2ccccc2)cc1 (centres undefined)
3.6	-2.1	-1.2	1.4	-4.2	3.9	-6.1	0.2	7.6	-8.6	COc1ccc(CCC(=O)NNC(=O)Nc2ccc(C(C)=O)cc2)cc1
-1.2	-0.6	-2.0	-0.9	-1.3	3.9	-8.3	2.4	5.4	-10.3	NC(=O)c1c(NC(=O)c2ccc(S(=O)(=O)N3CCOCC3)cc2)sc2c1CCCCC2
-8.0	-7.2	-0.5	-3.0	-3.2	1.1	-10.2	0.9	8.1	0.8	COC(=O)CSc1[nH]c(=O)cc(C)c1C#N
1.5	-1.5	1.2	1.4	1.7	-1.5	-17.8	-0.6	-4.0	-0.3	Cc1ccc(-n2nnnc2SCC(=O)N2CCc3ccccc3C2)cc1
-2.0	2.5	-6.3	1.3	4.9	-3.5	6.8	-0.2	-6.7	5.9	CCc1ccccc1OCCCCN1CCCC1
-5.2	-1.3	-2.4	-7.3	-1.0	-9.9	3.4	-1.8	-2.0	-3.1	C/C(CC(=O)Nc1ccccn1)=N\NC(=O)c1ccc2ccccc2c1
2.1	2.0	2.6	-2.6	-3.7	11.5	-12.7	-3.8	-0.3	1.9	CCC(C(=O)NC(C)c1ccccc1)C(=O)NC(C)c1ccccc1 (centres undefined)
7.7	10.6	3.3	14.6	7.1	-8.0	-19.0	0.1	-7.8	-2.1	COc1cc2c(cc1CN1CCN(C(=O)c3cc(OC)c(OC)c(OC)c3)CC1)OCO2
9.9	-5.1	-0.4	-1.0	-1.1	14.8	4.1	0.5	0.2	4.6	O=S(=O)(c1ccc(C(F)(F)F)cc1)N1CCCc2nc(-c3ccc(F)cc3)ccc21
-2.5	-4.4	-0.3	-2.5	-3.2	3.3	7.3	-0.2	-4.0	2.3	O=C(CCC(=O)N1CCSc2ccccc21)NCc1ccc(Cl)cc1
-4.5	-1.7	4.0	2.3	-2.6	-0.8	-7.4	0.3	1.3	-5.4	COc1ccccc1S(=O)(=O)Nc1cccc(S(=O)(=O)N2CCCC2)c1
1.1	0.9	-1.6	-0.1	-3.0	-0.3	4.0	-0.2	-0.2	0.9	O/N=C(/Cc1ccccn1)c1ccccc1
0.5	4.8	-2.5	1.8	6.5	-1.5	2.0	11.7	2.0	-12.0	Cc1oc2cc3oc(=O)c(CCC(=O)NCCC(=O)O)c(C)c3cc2c1C
7.9	7.2	0.6	2.0	3.6	-0.4	4.2	0.0	-7.2	-4.5	O=C(c1ccc(NC(=O)C(c2ccccc2)c2ccccc2)cc1)c1ccc(C(=O)O)c(C(=O)O)c1
-0.9	1.2	0.2	-0.4	0.0	-4.9	6.1	-0.3	-6.3	-4.5	CN(C)/C=C(\C(=O)c1ccccc1)c1nnnn1-c1ccc(F)cc1
-3.3	2.1	2.3	-1.0	-2.6	-5.0	-4.4	-0.2	3.8	-3.4	O=C(CSc1nncn1-c1ccccc1)Nc1cc(F)ccc1F
-6.2	1.8	7.7	2.0	-2.8	1.4	0.5	-0.4	5.2	-1.8	CCCOC1CCCN(Cc2nc(-c3ccc(C(=O)OC)cc3)no2)C1 (centres undefined)
-1.7	5.8	2.2	3.5	-1.4	-1.8	2.5	-0.1	-5.3	3.0	O=C(O)C(Cc1ccc(O)cc1)N1C(=O)c2c(Cl)c(Cl)c(Cl)c(Cl)c2C1=O (centres undefined)
-2.8	3.9	33.8*	0.1	-1.8	-4.5	3.9	0.3	3.8	1.9	C[C@@]12C(=O)N(c3cccc(Cl)c3)C(=O)N1[C@@H]1c3ccccc3OC[C@@H]1[C@H]2c1ccccc1
-3.4	4.0	1.2	0.8	-1.2	-5.3	-15.3	0.1	2.5	1.1	Cc1nn(C(=O)CCC(=O)NCCc2ccccc2)c2ccccc12
3.6	-0.1	0.4	-1.3	-1.6	-5.3	-14.3	0.5	6.9	-5.2	COc1ccc(OCC(=O)O/N=C(\N)Cc2ccc(Cl)cc2Cl)cc1
2.8	1.1	-0.2	-1.2	0.5	3.7	4.0	0.4	-0.9	1.8	CC(=O)O[C@@H]1[C@@H](OC(C)=O)[C@H](n2ccc3cc([N+](=O)[O-])ccc32)OC[C@@H]1OC(C)=O
-0.5	0.1	3.3	0.8	8.2	0.0	-5.0	0.3	-0.4	0.3	CCOC(=O)N1CCN(c2ccc(O)cc2)CC1

# Assay outcomes as filed in PubChem.
